High-throughput results deposited in PubChem BioAssay by National Center for Advancing Translational Sciences (NCATS).
Akt phos inh = Akt phosphorylation inhibition; Neuro2A IGF-stimulated pAkt S473 HTRF, 20 min; active compounds read low; activity change, % for hits at 50 µM; 360,000 compounds, 0.32% hits; AID 651550; in the data active = activity change below about -80%; inconclusive = mostly about -51% to -80%; also: % is scaled to controls: 0 for no effect and ±100 for the full control effect
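Single-point screen (50 µM final compound) in Neuro2A cells stimulated 20 min with 6 nM IGF at 37 deg C. After lysis, Ser473-phosphorylated Akt read by HTRF (ex 330 nm, em 615/665 nm) as the 665/615 ratio.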
EPAC2 antag = blocks human EPAC2 exchange factor. AID 720708. 360,000 compounds, 0.18% hits. EPAC2 GEF exchange of Rap1B-BODIPY-GDP, fluorescence. Potency, µM (highest dose often 114 µM), for the others: top-dose activity, negative = inhibition, actives largely listed as inhibitors. Q8WZA2; also: potency is read from the fitted curve at half-maximal effect; % is scaled to controls: 0 for no effect and ±100 for the full control effect; nearly all actives have a fitted effect of over 45% in size; many of its hits are not listed in these tables
DRD3 antagonist = D3 dopamine receptor (human) antagonism | D3R cells, DiscoveRx beta-arrestin luminescence, antagonist mode; active compounds read low | P35462 | AID 652054 | max response, negative = inhibition, % | 360,000 compounds, 2.5% hits; in the data active = max response below about -50%; inconclusive = no clear call, values can overlap the other calls; also: % is scaled to controls: 0 for no effect and ±100 for the full control effect; mostly tested at two doses, the higher about 12 µM
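Cells plated overnight at 1500 cells/well, then exposed to library compounds with dopamine controls for 90 minutes at 37 degrees C. DiscoveRx reagent added for 30–60 minutes at room temperature; luminescence read, quantitative HTS format.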
PTHR1 agonist = agonists of human PTHR1 parathyroid hormone receptor. HEK293 GP2 PTHR1 cells, GloSensor cAMP luminescence, 1 h. Potency, µM (series often up to 115 µM), inactives show at the highest dose activation, actives largely listed as activators. 410,000 compounds, 0.075% hits. AID 743266; also: potency is read from the fitted curve at half-maximal effect; nearly all actives have a fitted effect of over 55% in size; some results filed as inactive show a strong effect at the top dose; inactives centre near -15; many of its hits are not listed in these tables
Target sequence (Q03431 whole entry, looked up): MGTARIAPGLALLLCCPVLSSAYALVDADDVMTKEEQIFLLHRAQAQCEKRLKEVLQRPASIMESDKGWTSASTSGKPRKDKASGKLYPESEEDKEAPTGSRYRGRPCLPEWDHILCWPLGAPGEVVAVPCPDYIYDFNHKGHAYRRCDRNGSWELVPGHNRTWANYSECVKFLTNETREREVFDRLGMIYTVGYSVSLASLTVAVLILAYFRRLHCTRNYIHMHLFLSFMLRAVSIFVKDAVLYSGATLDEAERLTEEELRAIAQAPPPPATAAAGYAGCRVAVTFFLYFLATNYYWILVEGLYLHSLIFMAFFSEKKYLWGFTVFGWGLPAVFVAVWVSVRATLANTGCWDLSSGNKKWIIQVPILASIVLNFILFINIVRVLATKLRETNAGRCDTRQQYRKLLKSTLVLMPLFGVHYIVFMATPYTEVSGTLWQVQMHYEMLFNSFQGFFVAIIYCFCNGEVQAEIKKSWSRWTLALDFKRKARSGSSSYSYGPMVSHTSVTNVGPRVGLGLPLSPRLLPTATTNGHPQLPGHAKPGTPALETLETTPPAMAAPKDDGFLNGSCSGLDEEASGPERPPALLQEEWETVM
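HEK-293-derived GP2 cells expressing PTHR1 and a GloSensor cAMP reporter, 3,000/well, plated overnight, given luciferin plus IBMX (each 0.5 mM as added) for 1 h at 37 °C, then compound for 1 h at 37 °C. Luminescence was read after 15 min at room temperature.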
CCT chaperon mod = modulators of cytosolic chaperonin (CCT/TRiC) activity; 360,000 compounds, 0.3% hits; activity change, % (concentration not given with the values), hits read low; AID 651819; purified chaperonin ATPase assay, HTRF ADP detection, 30 min; in the data active = activity change below about -30%; also: % is scaled to controls: 0 for no effect and ±100 for the full control effect
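TRiC (40 or 20 nM final, by batch activity) in 30 mM Tris pH 7.4, 100 mM KCl, 5 mM MgCl2, 1 mM DTT was treated with compound at 76 uM single dose, then 10 uM ATP, 30 min at 37 °C. ADP was read by HTRF Transcreener.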
Mm-Cpn inhibitor = inhibitors of Methanococcus maripaludis chaperonin (MmCpn) | Potency, µM (doses to about 76.9 µM), for inactives: top-dose activity, negative = inhibition, actives largely listed as inhibitors | purified Mm-Cpn ATPase, ADP Transcreener TR-FRET | 330,000 compounds, 0.031% hits | AID 504842; also: potency is read from the fitted curve at half-maximal effect; % is scaled to controls: 0 for no effect and ±100 for the full control effect; nearly all actives have a fitted effect of over 80% in size
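Inhibition of chaperonin ATP hydrolysis is measured as reduced ADP production, detected by competitive TR-FRET in which signal falls with ADP. Final enzyme 25 nM and ATP 10 uM, reacted 30 min at 37°C.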
EPAC2 ag = EPAC2 (human) agonism. AID 720711. EPAC2 activation, biochemical qHTS; response scale: 100% = 6.5 mM cAMP response. Potency, µM (highest dose often 154 µM), without a hit: top-dose activation, actives largely listed as activators. Q8WZA2. 360,000 compounds, 0.079% hits; also: potency is read from the fitted curve at half-maximal effect; nearly all actives have a fitted effect of over 50% in size
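Guanine nucleotide exchange by EPAC2 is measured as reduced fluorescence of BODIPY-GDP once it is released from 250 nM Rap1B. Plates are read kinetically for 30 min at room temperature; results are scaled to 6.5 mM cAMP.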
D3 ag = agonists of human D3 dopamine receptor | 410,000 compounds, 0.58% hits | max activation, % | D3R DiscoveRx beta-arrestin cells, luminescence, 90 min | AID 652048; in the data active = max activation above about 30%; also: 0% is about no effect; mostly tested at two doses, the higher about 12 µM
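Agonist-mode cell screen: cells plated at 1500/well and incubated overnight at 37 °C, then exposed to library compounds for 90 min at 37 °C. Detection reagent was added for 30–60 min at room temperature, and luminescence was read.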
* marks the source's active call; other numbers are inactive results; i = inactive; ? = inconclusive; / = no result given; [ ] = dose if it differs, or a comment. Unless noted, calls follow the shape of the dose curve; as a rule, active = well fitted curve in the direction sought with a large enough effect; inconclusive = small, poorly fitted or top-dose-only effect, or another doubt; inactive = no such curve, though single readings can be large; an effect the other way counts as inactive or inconclusive.

SMILES	Akt phos inh	EPAC2 antag	DRD3 antagonist	PTHR1 agonist	CCT chaperon mod	Mm-Cpn inhibitor	EPAC2 ag	D3 ag
Cc1ccc(S(=O)(=O)N2[C@@H](c3cccc4ccccc34)C(C(=O)O)=C[C@H]2C(C)(C)C)cc1	i	-21%	0	-2%	1.2	0%	-8%	-5
Cc1ccc(/C=N/n2c(C3CCCCC3)n[nH]c2=S)o1	i	-2%	-4	-27%	-3.3	-3%	6%	-7
CCC(C)c1ccc(NC(=O)C2CC3CCC2C3)cc1 (stereo not drawn)	i	-6%	-5	-10%	1.3	/	22%	-6
Cc1cccc(Cn2ccc(NC(=O)c3ccc4c(c3)OCO4)n2)c1	i	-20%	0	-38%	-0.2	-4%	9%	3
COc1ccc(C(O)CNc2ccc(C)cc2)cc1 (stereo not drawn)	i	0%	13	i	0.6	-6%	0%	4
CC(C)C[C@@H](NC(=O)C1CCC(CNC(=O)[C@@H]2CCCN2C(=O)OC(C)(C)C)CC1)C(=O)O (stereo partly drawn)	i	-3%	-1	-7%	-0.3	0%	5%	-3
Cc1cccc(N2CCN(C(=S)c3ccc4c(c3)OCO4)CC2)c1	i	-3%	-2	-15%	-0.1	/	19%	-11
CCc1cccc(C)c1NC(=O)c1cc(=O)[nH]c2ccc(S(=O)(=O)N3CCOCC3)cc12	i	-3%	3	-8%	-0.4	-27%	-1%	-3
O=C(COC(=O)Cc1ccc(S(=O)(=O)N2CCOCC2)s1)NCc1ccc(Cl)cc1	i	-7%	-5	4%	-2.9	-1%	5%	0
COc1cc(/C=C(\C#N)c2nc3ccccc3[nH]2)cc(Br)c1OCc1ccc(F)cc1	i	-10%	-12	-12%[57.5 µM]	-3.6	0%	2%	-3
Cc1c(N=Cc2ccc(Cl)o2)c(=O)n(-c2ccccc2)n1C	i	-1%	-8	i	-0.5	0%	10%	8
Cc1nn(Cc2ccc(Cl)cc2)c(C)c1NC(=O)c1cc(-c2ccco2)on1	i	2%	29	-84%[inhibitor]	-0.4	2%	4%	3
Cc1nc(-c2ccc(F)cc2)c(CC(=O)NCC(=O)Nc2ccc(F)c(F)c2)s1	i	-29%	28	-13%	-0.5	3%	-2%	-2
CCOc1ccc2c(c1)-c1c(ssc1=S)C(C)(C)N2C	i	6%	-52*	i	1.9	-1%	4%	0
COc1ccc(S(=O)(=O)NC(C)C(=O)NCc2ccccn2)cc1Cl (stereo not drawn)	i	-6%	-23	i	-1.1	-2%	-1%	-11
CCOC(=O)C(CC)Sc1nnc(COc2ccc(C)cc2)n1-c1ccccc1 (stereo not drawn)	i	4%	6	-4%	-3.0	1%	1%	1
CCC(=O)N(Cc1cc2cc(OC)ccc2[nH]c1=O)c1ccc(C)cc1C	i	-4%	17	-17%	-2.0	0%	3%	-3
CCCc1nc2ccc(C(=O)OC)cn2c1Cc1ccccc1	i	?	5	-4%	-0.2	/	2%	4
COc1ccc(NC(=O)N2CCC(n3nnc4cc(C)ccc43)CC2)cc1	i	-8%	-8	-16%	0.9	2%	-5%	-5
COc1ccc(N2CC(C(=O)Nc3ccc(N4CCOCC4)cc3)CC2=O)cc1 (stereo not drawn)	i	-2%	-2	i	-1.1	1%	-5%	5
CC(C)(C)OC(=O)C[C@H]1C/C=C\C[C@@H](CC(=O)N(CCO)Cc2ccccc2)C(=O)NC[C@@H](c2ccccc2)OC1=O	i	0%	-27	9%	-3.1	0%	-4%	22
COC(=O)c1cc(COc2ccc3c4c(c(=O)oc3c2)CCCC4)c(C)o1	i	6%	23	-1%[57.5 µM]	3.4	0%	12%	0
CCNC(=O)N1CCCC(C(=O)c2ccc3cc(OC)ccc3c2)C1 (stereo not drawn)	i	8%	-17	i	-3.5	-2%	-3%	-5
Cc1ccsc1C(=O)C1CCCN(Cc2cn(C)nc2-c2ccccc2)C1 (stereo not drawn)	i	0%	?	7%	0.3	1%	3%	-16
C=CCOC(=O)C1C(=O)CC(C)(O)C(C(=O)OCC=C)C1c1ccc(N(C)C)cc1 (stereo not drawn)	i	2%	-2	?	-1.4	-1%	12%	-1

Other structures
SMILES	Akt phos inh	EPAC2 antag	DRD3 antagonist	PTHR1 agonist	CCT chaperon mod	Mm-Cpn inhibitor	EPAC2 ag	D3 ag
Cc1ccc(N(CCC#N)C(=O)CSc2nnc3ccccn23)cc1	i	6%	-3	-18%	-0.6	0%	3%	-1
Cc1ccc(C(=O)NCCCNC(=O)c2ccccc2F)cn1	i	1%	1	-23%	2.1	0%	11%	-5
CC(=O)Nc1nnc(Cc2c[nH]c3ccccc23)s1	i	0%	19	i	0.0	2%	-3%	1
O=C1Nc2ccccc2-n2nnnc2C1N1CCN(c2ccc(F)cc2)CC1 (stereo not drawn)	i	-1%	-18	-4%	/	/	10%	7
CCC(C)(C)NC(=O)C(c1ccccc1)N(Cc1cccnc1)C(=O)c1csnn1 (stereo not drawn)	i	2%	22	-6%[57.5 µM]	-1.8	1%	1%	1
Cc1occc1-c1nnc(SCC(=O)NC2CCCC2)n1C	i	7%	4	i	-2.2	1%	1%	2
Cc1ccnc(NC(=O)CCC(=O)N(CC(=O)NC(C)(C)C)c2ccc3c(c2)OCCO3)c1	i	0%	0	i	3.4	-4%	-4%	-12
CC(C)c1ccc(S(=O)(=O)N2CCCCC2)cc1	i	-16%	4	-5%	-3.4	3%	4%	2
CN(C)C/C=C/C(O)(c1ccccc1)c1ccccc1	i	0%	-8	i	-0.7	1%	10%	-3
COc1cccc(C(C(=O)NC2CCCCC2)N(C(=O)c2ccccn2)c2cccnc2)c1 (stereo not drawn)	i	7%	-12	24%	-2.3	-1%	-1%	2
c1ccc(CN2CCN(Cc3cn4cccnc4n3)CC2)cc1	i	10%	-14	i	-2.2	2%	3%	-10
CCOC(=O)N1CCN(C(=O)C(=O)NNC(=O)COc2ccc(Cl)c(C)c2)CC1	i	-6%	?	-31%[inhibitor]	0.6	-7%	-1%	-12
CC(=O)N1CCc2cc(S(=O)(=O)CCC(=O)NCc3ccc(C)o3)ccc21	i	-2%	3	i	0.8	4%	-2%	3
CC(C)(C)c1ccc(OC(=O)c2ccc3snnc3c2)cc1	i	15%	-16	-24%	-1.3	-2%	6%	-13
CCOc1cc(C(=O)Nc2ncn[nH]2)cc(OCC)c1OCC	i	-3%	7	-11%	0.7	2%	-10%	2
Cc1ccc(CN2C(=O)C(=O)N(CC(N)=O)C2=O)cc1	i	4%	-3	7%	-1.4	-1%	-3%	-4
COc1ccc(NC(=O)c2ccccc2)cc1NS(=O)(=O)c1ccc(F)cc1	i	7%	-19	i	-1.7	2%	9%	2
Cc1c(NC(=O)COC(=O)C2(c3ccccc3F)CCCC2)c(=O)n(-c2ccccc2)n1C	i	4%	-6	-14%	-0.8	1%	7%	6
N#C/C(=C\Nc1ccccn1)S(=O)(=O)c1ccc(Cl)cc1	i	-9%	-17	-10%	-1.6	1%	16%	3
O=C1CCCN1CCC1CCN(C2CC(=O)N(c3ccc(F)cc3)C2=O)CC1 (stereo not drawn)	i	-2%	-4	-22%[57.5 µM]	-1.3	/	4%	3
CCc1c(C)sc(NC(=S)N2CCN(C(=O)C3CCCO3)CC2)c1C(=O)OC (stereo not drawn)	i	-15%	10	-34%[inhibitor]	-2.1	-5%	-10%	19
CCCCOCCCNC(=O)C[C@@H]1C[C@@]2(C(=O)OC)CCCCC=C2N(Cc2ccccc2)C1=O	i	1%	-24	-2%	-1.5	/	6%	-7
Cc1nnc(SCCn2c(N3CCN(C)CC3)nc3c2c(=O)[nH]c(=O)n3C)s1	i	4%	20	-5%[57.5 µM]	0.5	1%	-9%	3
CCOC(=O)C1(Cc2ccc(OC)cc2)CCN(C(=O)c2ccc3[nH]ccc3c2)CC1	i	-20%	-23	-32%[inhibitor]	-23	-2%	16%	-6

Only part of the results is shown; rates above refer to the full screens.
